PKA-R2B act: activators of PKA-R2B holoenzyme, primary screen, biochemical, fluorescence polarization, Cy5-IP20, human; PKA-R2B holoenzyme dissociation; R2B truncated from residue 108, S112A mutant; 0% DMSO only, 100% 113 µM cGMP; 0.079% of 340,000 active; activation, % at 11.4 µM; AID 504700, 2011;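 active means activation above a cutoff set at the mean over all compounds plus 3 SD, cut at about 18% in these data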;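 further: higher means more holoenzyme dissociation and a rise in polarization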
Target sequence (P31323 whole entry, looked up, other chains not shown, the tested form may be a part): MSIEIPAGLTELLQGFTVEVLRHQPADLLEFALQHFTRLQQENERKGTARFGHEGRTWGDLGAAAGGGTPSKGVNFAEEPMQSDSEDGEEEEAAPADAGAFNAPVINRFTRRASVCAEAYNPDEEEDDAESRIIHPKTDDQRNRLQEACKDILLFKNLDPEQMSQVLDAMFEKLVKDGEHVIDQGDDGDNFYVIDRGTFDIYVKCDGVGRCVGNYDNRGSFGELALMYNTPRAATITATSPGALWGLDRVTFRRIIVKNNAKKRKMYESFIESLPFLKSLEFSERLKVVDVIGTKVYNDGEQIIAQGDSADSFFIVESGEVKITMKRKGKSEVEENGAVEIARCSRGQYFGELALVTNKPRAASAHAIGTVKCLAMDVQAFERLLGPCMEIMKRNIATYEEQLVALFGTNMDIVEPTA
Ecoli viability: E. coli V3065 growth inhibition, primary screen, counter-screen for AddAB inhibitor project, absorbance, OD600; 0.27% of 330,000 active; 18 h; AID 449728, 2010; inhibition, % at 11.9 µM;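 active means inhibition above the campaign's mean inhibition across all tested compounds plus 3 SD, cut at about 9.9% in these data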;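 further: uninfected addAB+ strain grown without phage in ampicillin broth; 0% = DMSO wells and 100% = ciprofloxacin 0.95 µg/ml wells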
HTR5A inv ctr: HTR5A inverse agonists in luminescence cell assay, primary screen, counter-screen for OPRM1-OPRD1 heterodimer inverse agonist project, full-deck HTS; HTR5A cell line, inverse agonism; AID 504634, 2011; 0.083% of 340,000 active; inhibition, % at 9.3 µM; 5-hydroxytryptamine receptor 5A (Homo sapiens), P47898; in the data active means inhibition mostly above about 23%, no sharp cut-off; inactive means mostly below about 18%;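 further: 0% = cells with DMSO and 100% = no-cell wells with DMSO; some compounds called inactive have numbers as strong as hits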
Target sequence (P47898 whole entry, looked up): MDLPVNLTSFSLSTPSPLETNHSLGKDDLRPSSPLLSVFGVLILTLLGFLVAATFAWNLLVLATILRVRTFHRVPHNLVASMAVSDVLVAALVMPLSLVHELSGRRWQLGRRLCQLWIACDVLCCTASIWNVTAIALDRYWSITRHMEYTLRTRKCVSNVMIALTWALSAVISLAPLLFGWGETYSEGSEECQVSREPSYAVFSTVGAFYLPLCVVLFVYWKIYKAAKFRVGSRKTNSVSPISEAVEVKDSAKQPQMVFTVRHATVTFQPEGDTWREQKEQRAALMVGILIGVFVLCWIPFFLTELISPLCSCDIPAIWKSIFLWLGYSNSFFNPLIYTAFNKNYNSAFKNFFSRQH
OPRM1-OPRD1 ag: agonists of OPRM1-OPRD1 heterodimerization, primary screen, cell-based, luminescence; cells; Mu-type opioid receptor (Homo sapiens) + Delta-type opioid receptor (Homo sapiens), …; 0.3% of 340,000 active; activation, % at 9.3 µM; in the data active means activation above about 18%;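 further: 0% = vehicle-treated cells and 100% = reference agonist; values of inactives mirror those of a sister screen read the other way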
phage Ecoli inh: growth loss of phage-infected E. coli, primary screen, RecBCD inhibitor project, absorbance, with phage, HTS. inhibition, % at 11.9 µM. 0.26% of 360,000 active; in the data active means inhibition above about 11%
PfHsp90 yeast 2: growth inhibition of PfHsp90-expressing yeast, primary screen, antimalarial PfHsp90 inhibitor project, S. cerevisiae, BacTiter-Glo luminescence, single point, set 2 | AID 504621, 2011 | 0.32% of 310,000 active | BacTiter-Glo ATP, 48 h; yeast lacking PDR1 and PDR3 efflux regulators | inhibition, % at 9.4 µM;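 active means every replicate shows inhibition above about 80%, whatever the replicate mean, limit read from the data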;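 further: 0% = DMSO neutral controls and 100% = 20 µM radicicol positive controls; yeast relying on Plasmodium falciparum Hsp90 in place of its own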
SUMO Mot1 rescue: yeast Mot1-301 growth rescue at high temperature, primary screen, SUMOylation pathway inhibitor project, S. cerevisiae, ATP luminescence, 38.5C; S. cerevisiae Mot1-301 growth rescue; percent above DMSO median, 100 means doubled; growth rescue, % at 18.8 µM; 1% of 320,000 active;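 active means every valid replicate shows activation above 250% relative to neutral control wells; inactive means the rest, any valid replicate at or below 250%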;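 further: OY570 slx delta 5 strain wells were the positive control but not used for scaling; some compounds called inactive have numbers as strong as hits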
MOR-DOR inv ag: inverse agonists of MOR-DOR heterodimerization, primary screen, cell-based, luminescence | cell-based MOR-DOR heterodimer luminescence, inverse agonism | inhibition, % at 9.3 µM | 0.21% of 340,000 active; in the data active means inhibition above about 22%, passing the limit was not always enough;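 further: 0% = cells with DMSO and 100% = wells without cells with DMSO; values of inactives mirror those of a sister screen read the other way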
PKA-R1A activ: activators of PKA-R1A holoenzyme, primary screen, biochemical, fluorescence polarization, Cy5-IP20, bovine R1A, mouse PKAc; cAMP-dependent protein kinase type I-alpha regulatory subunit (Bos taurus) + …; PKA-R1A dissociation; scaled: DMSO 0%, 113 µM cGMP 100%; activation, % at 11.4 µM; 0.083% of 340,000 active; AID 504707, 2011;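 active means percent activation above the mean of all tested compounds plus 3 SD, cut at about 19% in these data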;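 further: higher means more PKAc released from R1A so a rise in polarization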
Tat transport: E. coli Tat export inhibitors, primary screen, MC4100, TorA-mCherry reporter, fluorescence, single point | inhibition, % at 10 µM | 0.036% of 340,000 active | AID 488895, 2010;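 active means mean replicate inhibition at least 50% and at least half of replicates individually reaching 50%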;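 further: exported cargo escapes ClpAP degradation while cytoplasmic cargo is degraded and loses fluorescence; 0% = median of neutral control wells and 100% = median of NaSCN control wells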
AddAB inh: growth inhibition of E. coli expressing H. pylori AddAB, primary screen, AddAB inhibitor project, absorbance; inhibition, % at 11.9 µM; 0.29% of 330,000 active; AID 435030, 2010; in the data active means inhibition above about 12%;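 further: 0% = vehicle wells of infected cells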
Active calls of the source: *; . = not tested or not shown.

1	O=C(CCCC(=O)c1ccccc1)Nc1ccc(F)cc1
2	COC(CNC(=O)C1CCCN(S(=O)(=O)c2c(C)noc2/C=C/c2cccs2)C1)OC (stereo unspecified)
3	Cc1ccc(C(=O)NNC(=O)c2ccncc2)cc1[N+](=O)[O-]
4	CCCCNc1c(-c2ccc(OC)c(SC3CCCCC3)c2)nc2cc(C)ccn12
5	Cc1cc(NC(=O)CSc2nnc(-c3cccnc3)n2C2CCCCC2C)no1 (stereo unspecified)
6	Cc1cccc(C)c1OCc1cc(C(=O)NCC2CCCCC2)no1
7	COc1ccc(CNCCCSc2ncccn2)cc1OC
8	CCOc1ccc2nc(Cl)c(C3CC(c4ccco4)=NN3S(=O)(=O)c3ccccc3)cc2c1 (stereo unspecified)
9	CS(=O)(=O)N(CC(=O)NCCSCc1c(F)cccc1Cl)c1ccc2c(c1)OCO2
10	COc1ccccc1NC(=O)Nc1ccc2c(c1)CCC2
assay / entry	1	2	3	4	5	6	7	8	9	10
PKA-R2B act	-11	5	5	-19	1	1	-18	-4	-1	7
Ecoli viability	2.8	0.1	-2.5	1.5	1.3	-0.1	0.8	-0.3	-1.2	2.4
HTR5A inv ctr	6	7	12	17	-8	-6	23	-15	-4	5
OPRM1-OPRD1 ag	-0.3	-1.7	-2.6	3.2	-0.8	3.0	-0.5	-1.8	0.8	5.4
phage Ecoli inh	2.4	1.7	-0.3	6.8	0.6	2.4	1.6	3.9	0.6	1.7
PfHsp90 yeast 2	-3	-1	1	25	-17	17	-24	-10	6	35
SUMO Mot1 rescue	-12	43	2	-33	5	-17	343	10	78	-1
MOR-DOR inv ag	2	9	13	-15	4	-16	3	9	-5	-22
PKA-R1A activ	-7	-2	2	-7	5	-5	-13	-10	-4	-5
Tat transport	-3	4	-12	-2	6	-5	-5	8	-6	-3
AddAB inh	2.7	0.4	-1.5	1.1	3.6	2.4	-0.2	-2.3	-2.5	-0.4

Some entries already given, limited to OPRM1-OPRD1 ag and PfHsp90 yeast 2.
| item | Compound | OPRM1-OPRD1 ag | PfHsp90 yeast 2 |
| --- | --- | --- | --- |
| 9 | CS(=O)(=O)N(CC(=O)NCCSCc1c(F)cccc1Cl)c1ccc2c(c1)OCO2 | 0.8 | 6 |
| 2 | COC(CNC(=O)C1CCCN(S(=O)(=O)c2c(C)noc2/C=C/c2cccs2)C1)OC (stereo unspecified) | -1.7 | -1 |

(more compounds)
11	COc1ccc(NC(=O)CCNS(=O)(=O)c2ccc3c(c2)c(=O)n(C)c(=O)n3C)c(OC)c1
12	CC(=O)OCC(=O)C1(O)CCC2C3CC(F)C4=CC(=O)CCC4(C)C3C(=O)CC21C (stereo unspecified)
13	CCOC(=O)CCc1c(C)n(CC)c2cc(-c3ccccc3OC)nn2c1=O
14	CCOc1cc(/C=C/c2cccc[n+]2C)ccc1OCC(=O)Nc1ccc(C)cc1
15	COc1ccc(-c2cc(N3C(=O)Nc4ccccc4N3O)n[nH]2)c(OC)c1
16	CCCCn1c(N)c(N(CCC(C)C)C(=O)C2CSC3(C)CCC(=O)N23)c(=O)[nH]c1=O (stereo unspecified)
17	Cc1[nH]n(-c2ccccc2)c(=O)c1N=Nc1c(Cl)cccc1Cl
18	CCc1ccc(S(=O)(=O)N/N=C(/C)c2ccncc2)cc1
19	COc1ccccc1/C=C1/SC(=S)N(C(C)C(=O)NC2C=CS(=O)(=O)C2)C1=O (stereo unspecified)
20	Cc1ccn(S(=O)(=O)c2ccc(C(C)(C)C)cc2)n1
assay / entry	11	12	13	14	15	16	17	18	19	20
PKA-R2B act	-7	2	2	5	-1	-8	0	-1	-15	-4
Ecoli viability	2.2	.	2.5	-2.4	-2.2	1.1	0.7	0.9	-2.0	-2.6
HTR5A inv ctr	22	-16	-15	-1	1	-7	9	-13	-2	9
OPRM1-OPRD1 ag	-3.8	-1.9	0.8	-2.0	-2.6	1.5	-0.8	-0.6	0.8	0.0
phage Ecoli inh	4.2	1.8	2.7	3.7	3.8	1.8	.	0.8	6.0	0.5
PfHsp90 yeast 2	13	.	22	-13	16	-1	-4	-7	4	3
SUMO Mot1 rescue	130	.	-11	19	-12	221	2	30	6	-5
MOR-DOR inv ag	21	10	-5	10	17	-10	4	4	-4	0
PKA-R1A activ	6	11	-7	-3	-4	-10	0	-8	7	-4
Tat transport	-6	-2	-12	3	-8	0	0	3	-1	6
AddAB inh	2.5	.	0.2	2.4	-1.6	-1.4	0.0	1.9	1.6	0.6

Taken from above:
CCCCn1c(N)c(N(CCC(C)C)C(=O)C2CSC3(C)CCC(=O)N23)c(=O)[nH]c1=O (stereo unspecified) | PKA-R2B act: -8
CCOc1cc(/C=C/c2cccc[n+]2C)ccc1OCC(=O)Nc1ccc(C)cc1 | PfHsp90 yeast 2: -13
Cc1[nH]n(-c2ccccc2)c(=O)c1N=Nc1c(Cl)cccc1Cl | HTR5A inv ctr: 9

(list continues)
21	COc1ccc(Cl)cc1NC(=O)CSc1nnc(-c2ccncc2)n1CC1CCCO1 (stereo unspecified)
22	COC(=O)[C@H]1C[C@@H](c2ccccc2)[C@H](C)C1(C)C
23	Cc1ccc(S(=O)(=O)NC(N)=NCCc2ccc(Cl)cc2)cc1
24	Cc1ccc(C(=O)N2NC(c3ccccc3F)C3C(=O)N(c4cccc(C)c4)C(=O)C32)cc1 (stereo unspecified)
25	COc1ccc(-n2c(SCC(=O)Nc3cccc(S(N)(=O)=O)c3)nc3ccccc3c2=O)cc1OC
26	Cc1cccc(NC(=S)NC(=O)c2ccc(Br)o2)c1
27	COCCn1nnnc1C(c1cc2c(C)cc(C)cc2[nH]c1=O)N1CCCCCC1 (stereo unspecified)
28	Cc1ccc(NS(=O)(=O)c2cccc(C(=O)O)c2)cc1S(=O)(=O)N1CCCCC1
29	O=C(NC12CC3CC(CC(C3)C1)C2)c1cncc(O)c1
30	CC(C)CNC(=O)C(=O)NCC(c1ccc2c(c1)OCO2)N1CCOCC1 (stereo unspecified)
assay / entry	21	22	23	24	25	26	27	28	29	30
PKA-R2B act	9	-7	-2	-8	-3	6	-18	5	-3	-2
Ecoli viability	-0.5	-0.3	-1.0	1.2	-1.6	0.1	-1.4	0.1	-0.1	-0.7
HTR5A inv ctr	-7	-13	2	-1	11	0	-14	3	13	2
OPRM1-OPRD1 ag	-2.1	-0.4	3.4	-1.1	-1.6	3.6	-2.7	5.5	-0.1	-1.5
phage Ecoli inh	2.3	1.4	1.6	1.2	1.6	1.5	.	2.1	3.4	4.0
PfHsp90 yeast 2	-5	-11	12	.	-29	-2	-22	23	16	-3
SUMO Mot1 rescue	-6	-15	65	-8	-7	5	-3	177	-15	-4
MOR-DOR inv ag	13	2	-17	6	8	-20	15	-33	0	8
PKA-R1A activ	2	2	6	7	5	0	-5	4	10	-1
Tat transport	-1	-8	3	0	31	-1	-1	5	-11	-4
AddAB inh	0.7	4.5	5.0	2.9	2.3	1.5	0.3	1.6	1.4	2.3

31	COc1ccc(S(=O)(=O)N2CCC3(CC2)OCCN3S(=O)(=O)c2ccccc2)cc1OC
32	O=c1c2ccc(Cl)cc2nc2n1CC/C2=C\c1cccc(O)c1
33	COc1ccc(Cl)cc1C(=O)OCC(=O)c1ccc[nH]1
34	CCC(=O)Nc1ccc(Cl)c(NC(=S)NC(=O)c2ccco2)c1
35	CC1CCN(c2ccc([N+](=O)[O-])cn2)CC1
36	Cc1ccc(NC(=O)C2CCCC2)cc1Cl
37	CSCC[C@H](NC(=O)OC(C)(C)C)c1nnc(SCc2cccc(F)c2)o1
38	CN(CCC1CCOCC1)C(=O)CC1C(=O)NCCN1Cc1ccccc1F (stereo unspecified)
39	COc1ccc2nc(NCCO)[nH]c2c1
40	CCOC(=O)c1ccccc1NC(=O)COC(=O)C1CCN(S(=O)(=O)c2ccccc2C(=O)OC)CC1
41	Cc1ccc(C(=O)N2CCN(c3ccc([N+](=O)[O-])c(N4CCOCC4)c3)CC2)cc1
42	CN1CCc2c1nc1ccccc1c2NC(=O)CN1CCCC1
43	O=C(Oc1ccccc1F)c1ccc2c(=O)n3c(nc2c1)CCC3
assay / entry	31	32	33	34	35	36	37	38	39	40	41	42	43
PKA-R2B act	-2	5	-3	-11	-4	-6	-2	-3	-11	-4	2	-2	-4
Ecoli viability	2.8	-3.2	-0.5	2.6	-2.4	0.1	0.5	1.0	0.7	0.4	-4.3	-2.6	0.1
HTR5A inv ctr	-9	-15	33	10	0	14	8	-15	0	-12	-1	-12	-7
OPRM1-OPRD1 ag	-4.3	1.1	1.3	-5.4	-3.2	-0.3	0.1	-1.5	-3.0	-2.8	-2.6	-2.5	-0.8
phage Ecoli inh	3.2	-1.1	5.5	4.7	2.0	3.0	1.7	0.4	-0.9	0.2	3.0	-1.4	-3.9
PfHsp90 yeast 2	25	4	-10	1	-49	1	.	13	-31	-2	10	-3	.
SUMO Mot1 rescue	-7	-19	-17	5	14	7	-9	6	-4	6	-2	6	2
MOR-DOR inv ag	21	-6	-5	25	16	2	0	11	14	15	13	12	5
PKA-R1A activ	9	-10	1	-1	4	5	-3	-6	-8	-5	-6	3	5
Tat transport	26	1	3	-3	18	-4	3	-5	5	7	-3	-11	0
AddAB inh	-1.0	1.1	1.4	5.1	0.5	-0.6	0.1	0.3	1.9	0.9	1.5	3.1	1.0
